Bioassay records deposited in PubChem by Broad Institute.
NSD2 inh = inhibitors of human NSD2, primary screen, biochemical, plate reader, single point; Histone-lysine N-methyltransferase NSD2 (Homo sapiens), O96028; NSD2-SET H3K36me1 DELFIA fluorescence; inhibition, % at 12.5 µM; actives 0.07% (n = 44,000); AID 624260, 2012; in the data active = inhibition above about 54%, passing the limit was not always enough;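 note: inhibitors reduce the monomethyl H3K36 fluorescence signal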
Target sequence (O96028 whole entry, looked up): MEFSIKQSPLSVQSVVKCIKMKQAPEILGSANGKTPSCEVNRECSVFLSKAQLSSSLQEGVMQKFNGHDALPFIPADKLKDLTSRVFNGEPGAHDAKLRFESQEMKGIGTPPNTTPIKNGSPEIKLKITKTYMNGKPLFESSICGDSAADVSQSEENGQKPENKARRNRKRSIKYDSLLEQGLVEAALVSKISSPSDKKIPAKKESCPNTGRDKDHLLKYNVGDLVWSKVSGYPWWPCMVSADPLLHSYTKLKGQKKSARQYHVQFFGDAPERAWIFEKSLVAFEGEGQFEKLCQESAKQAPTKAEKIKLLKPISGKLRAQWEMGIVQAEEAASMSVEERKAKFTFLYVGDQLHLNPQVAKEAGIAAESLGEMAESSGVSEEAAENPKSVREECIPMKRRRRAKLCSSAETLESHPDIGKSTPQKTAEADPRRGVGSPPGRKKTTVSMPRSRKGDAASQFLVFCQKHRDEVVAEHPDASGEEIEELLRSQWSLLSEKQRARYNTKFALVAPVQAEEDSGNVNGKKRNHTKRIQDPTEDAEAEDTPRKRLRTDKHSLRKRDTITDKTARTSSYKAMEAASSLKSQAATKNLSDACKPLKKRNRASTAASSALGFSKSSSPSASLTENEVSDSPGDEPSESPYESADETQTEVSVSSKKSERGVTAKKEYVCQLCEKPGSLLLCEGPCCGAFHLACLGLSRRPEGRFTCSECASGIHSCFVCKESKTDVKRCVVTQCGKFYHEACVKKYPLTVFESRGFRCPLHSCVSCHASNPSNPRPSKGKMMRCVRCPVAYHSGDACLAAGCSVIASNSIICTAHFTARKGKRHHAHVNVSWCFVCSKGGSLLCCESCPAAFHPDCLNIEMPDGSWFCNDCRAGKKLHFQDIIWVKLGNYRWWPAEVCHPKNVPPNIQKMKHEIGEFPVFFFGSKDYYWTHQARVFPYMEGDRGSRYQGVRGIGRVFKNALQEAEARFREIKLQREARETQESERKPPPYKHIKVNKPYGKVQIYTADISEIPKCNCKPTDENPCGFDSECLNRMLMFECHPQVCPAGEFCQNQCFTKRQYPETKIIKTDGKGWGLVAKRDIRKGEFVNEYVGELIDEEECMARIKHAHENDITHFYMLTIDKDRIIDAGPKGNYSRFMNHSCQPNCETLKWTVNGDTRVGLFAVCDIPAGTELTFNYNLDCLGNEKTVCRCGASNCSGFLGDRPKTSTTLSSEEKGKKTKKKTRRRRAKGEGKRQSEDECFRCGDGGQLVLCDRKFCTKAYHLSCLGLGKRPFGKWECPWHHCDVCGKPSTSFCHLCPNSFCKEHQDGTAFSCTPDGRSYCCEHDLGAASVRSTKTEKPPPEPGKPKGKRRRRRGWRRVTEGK
The depositor's hits bear a star. An excerpt. The share of hits here may be higher or lower than overall.

SMILES	NSD2 inh
COCC(=O)N[C@@H]1C=C[C@H](CC(=O)N2CCCCC2)O[C@@H]1CO	9.0
C[C@H]1CN([C@@H](C)CO)C(=O)c2cc(NC(=O)C3CC3)ccc2O[C@H]1CN(C)C(=O)Nc1ccc2c(c1)OCO2	1.0
COCCOC(=O)N1C(=O)[C@@]2(c3cc(C#CCCO)ccc31)[C@H](C(=O)NC[C@H](O)c1ccccc1)[C@H]1C(=O)O[C@H](c3ccccc3)[C@H](c3ccccc3)N1[C@@H]2c1ccc(O)cc1	-9.7
O=C(C[C@@H]1C[C@H]2c3cc(NC(=O)C4CCC4)ccc3O[C@H]2[C@H](CO)O1)NCc1ccncc1	1.9
CC(C)CC#Cc1ccc2c(c1)O[C@H](CN(C)Cc1cccnc1)[C@H](C)CN([C@H](C)CO)S2(=O)=O	1.1
C[C@H]1CN([C@@H](C)CO)C(=O)c2cc(C#CCN(C)C)cnc2O[C@@H]1CN(C)C(=O)c1ccc(F)cc1	-3.7
C[C@H](CO)N1C[C@H](C)[C@H](CN(C)Cc2ccc(C(F)(F)F)cc2)Oc2ccc(NC(=O)CCC(F)(F)F)cc2C1=O	-6.6
Cc1ccc(S(=O)(=O)Nc2ccc3c(c2)C(=O)N([C@@H](C)CO)C[C@@H](C)[C@@H](CN(C)Cc2ccc(C(F)(F)F)cc2)OCCCC[C@H](C)O3)cc1	-9.1
C[C@@H]1CN([C@@H](C)CO)S(=O)(=O)c2ccc(C#CC3CC3)cc2O[C@@H]1CN(C)Cc1ccccc1F	5.0
C[C@@H]1CN([C@@H](C)CO)C(=O)c2cc(C#CCc3ccccc3)cnc2O[C@H]1CN(C)C(=O)C1CC1	1.6
CCS(=O)(=O)N[C@@H]1C=C[C@H](CC(=O)NCc2ccc(Cl)cc2)O[C@H]1CO	11.7
C[C@@H]1CCCCO[C@H](CN(C)Cc2ccncc2)[C@@H](C)CN([C@@H](C)CO)C(=O)c2cc(NC(=O)CCCN(C)C)ccc2O1	-4.9
O=C(O)CCCCCCC(=O)N/N=C/c1ccccc1Cl	2.6
C[C@@H]1CN([C@H](C)CO)C(=O)c2cc(NC(=O)c3ccncc3)ccc2O[C@@H](C)CCCCO[C@H]1CN(C)C(=O)Nc1ccc(C(F)(F)F)cc1	-10.1
C[C@H](CO)N1C[C@H](C)[C@H](CN(C)C)Oc2ccc(NS(C)(=O)=O)cc2C1=O	-4.8
Cc1noc(C)c1S(=O)(=O)Nc1ccc2c(c1)C(=O)N([C@@H](C)CO)C[C@@H](C)[C@@H](CN(C)C(=O)C1CCCCC1)OCCCC[C@@H](C)O2	0.2
C[C@H](CO)N1C[C@H](C)[C@@H](CN(C)CC2CC2)Oc2ccc(NS(=O)(=O)c3ccc(F)cc3)cc2C1=O	4.7
C[C@@H]1CCCCO[C@H](CN(C)C(=O)Nc2ccccc2)[C@H](C)CN([C@H](C)CO)C(=O)c2cc(NS(=O)(=O)c3cn(C)cn3)ccc2O1	-1.7
C[C@@H]1CN([C@@H](C)CO)S(=O)(=O)c2ccc(C#CCN(C)C)cc2O[C@@H]1CN(C)Cc1ccccn1	3.4
CC(=O)N(C)C[C@@H]1Oc2cc(C3=CCCCC3)ccc2S(=O)(=O)N([C@@H](C)CO)C[C@H]1C	1.1
C=CCNC(=O)[C@H]1[C@@H]2C(=O)O[C@@H](c3ccccc3)[C@@H](c3ccccc3)N2[C@@H](c2ccc(O)cc2)[C@]12C(=O)N(C(=O)OCCOC)c1ccccc12	-1.8
COCC(=O)N(C)C[C@@H]1Oc2cc(-c3ccccc3F)ccc2S(=O)(=O)N([C@H](C)CO)C[C@@H]1C	1.0
O=C(O)CCCCCC(=O)N/N=C/c1c(O)ccc2ccccc12	-4.7
CCCNC(=O)N(C)C[C@H]1Oc2ncc(-c3ccccc3)cc2C(=O)N([C@@H](C)CO)C[C@H]1C	2.2
CC#CCOC(=O)C1=CCCN(C)C1	5.5
C[C@H]1CN([C@@H](C)CO)C(=O)c2cc(NC(=O)Nc3cccc4ccccc34)ccc2O[C@@H]1CN(C)S(=O)(=O)c1ccccc1	-3.7
C[C@H]1CN([C@@H](C)CO)C(=O)c2cccc(NC(=O)Nc3ccc(C(F)(F)F)cc3)c2O[C@H]1CN(C)C(=O)NC1CCCCC1	-6.3
CO[C@@H](C(=O)N(C)C[C@H]1OCc2ccccc2-c2c(n(C)c3ccccc23)C(=O)N([C@@H](C)CO)C[C@H]1C)c1ccccc1	-43.9
C[C@@H]1CN([C@H](C)CO)C(=O)c2cc(NC(=O)C3CCCCC3)ccc2O[C@@H]1CN(C)C	4.4
COc1ccc(S(=O)(=O)Nc2ccc3c(c2)C(=O)N([C@@H](C)CO)C[C@@H](C)[C@@H](CN(C)C(=O)Nc2cccc4ccccc24)OCCCC[C@@H](C)O3)cc1	-1.4
C[C@@H]1CCCCO[C@H](CN(C)S(=O)(=O)c2cn(C)cn2)[C@H](C)CN([C@@H](C)CO)C(=O)c2cc(NS(=O)(=O)c3cn(C)cn3)ccc2O1	1.4
C[C@H](CO)N1C[C@H](C)[C@H](CN(C)S(=O)(=O)c2cccc(F)c2)Oc2ncc(-c3cccc(C(F)(F)F)c3)cc2C1=O	2.2
C[C@H]1CN([C@@H](C)CO)C(=O)c2cc(-c3ccccc3)cnc2O[C@@H]1CN(C)C(=O)C1CCOCC1	13.6
O=C(Nc1ccc2c(c1)[C@H]1C[C@H](CC(=O)N3CCCCC3)O[C@H](CO)[C@H]1O2)Nc1ccccc1F	14.4
C/C=C/c1ccc2c(c1)O[C@H](CN(C)C(=O)c1ccccc1F)[C@H](C)CN([C@@H](C)CO)S2(=O)=O	-0.1
C[C@H](CO)N1C[C@H](C)[C@@H](CN(C)C)Oc2c(NC(=O)CCCCCC(=O)Nc3ccccc3N)cccc2C1=O	-3.3
CC1(C(=O)c2ccccc2)C2c3c(ccc4ccccc34)OC(=O)C21C(=O)c1ccco1 (stereo not given)	1.4
C[C@H]1CCCCO[C@H](CN(C)Cc2ccccc2)[C@@H](C)CN([C@@H](C)CO)C(=O)c2cc(NS(=O)(=O)c3cn(C)cn3)ccc2O1	9.2
CC(=O)N(CC(C)C(=O)O)c1c(I)cc(I)c(N)c1I (stereo not given)	6.0
COc1ccc(S(=O)(=O)N(C)C[C@H]2Oc3ccc(NS(=O)(=O)c4c(C)noc4C)cc3CC(=O)N([C@H](C)CO)C[C@@H]2C)cc1	2.3
CC(C)C#Cc1cnc2c(c1)C(=O)N([C@H](C)CO)C[C@@H](C)[C@@H](CN(C)C(=O)Nc1ccccc1)O2	-5.2
CC(C)NC(=O)N(C)C[C@H]1OCCCC[C@H](C)Oc2ccc(NC(=O)Nc3ccc(F)cc3)cc2C(=O)N([C@H](C)CO)C[C@@H]1C	-11.3
C[C@@H]1CN([C@@H](C)CO)C(=O)Cc2cc(NS(=O)(=O)c3ccccc3)ccc2O[C@@H]1CN(C)S(=O)(=O)c1ccc(Cl)cc1	0.2
Cc1ccc(S(=O)(=O)N(C)C[C@@H]2Oc3ccc(NC(=O)Nc4cccc5ccccc45)cc3CC(=O)N([C@@H](C)CO)C[C@H]2C)cc1	11.3
C[C@H](CO)N1C[C@H](C)[C@H](CN(C)S(=O)(=O)c2ccc(Cl)cc2)OCCCC[C@H](C)Oc2ccc(NS(=O)(=O)c3cn(C)cn3)cc2C1=O	5.2
COc1ccc(CN(C)C[C@H]2Oc3ccc(NS(=O)(=O)c4cccs4)cc3CC(=O)N([C@H](C)CO)C[C@@H]2C)cc1	0.4
C[C@@H]1CN([C@@H](C)CO)C(=O)Cc2cc(NS(C)(=O)=O)ccc2O[C@@H]1CN(C)Cc1ccc(Cl)c(Cl)c1	-4.1
C[C@H](CO)N1C[C@H](C)[C@H](CN(C)S(=O)(=O)c2ccccc2)OCCCC[C@H](C)Oc2ccc(NC(=O)CCCN(C)C)cc2C1=O	1.4
C[C@@H]1CCCCO[C@H](CN(C)S(=O)(=O)c2ccccc2)[C@H](C)CN([C@@H](C)CO)C(=O)c2cc(NS(C)(=O)=O)ccc2O1	26.5
C[C@H](CO)N1C[C@H](C)[C@H](CN(C)C(=O)C2CCCCC2)Oc2cc(Br)ccc2S1(=O)=O	-3.8
NC(=O)[C@@H]1[C@H]2C(=O)O[C@H](c3ccccc3)[C@H](c3ccccc3)N2[C@H](c2ccc(O)cc2)[C@@]12C(=O)Nc1ccccc12	-3.7
C=CCN1Cc2ccccc2[C@@H]2OC(c3ccc(OCCCO)cc3)=N[C@]2(CC=C)C1=O	-3.6
C[C@@H]1CN([C@H](C)CO)C(=O)CCCn2nncc2CO[C@H]1CN(C)S(=O)(=O)c1cccc(F)c1	1.4
C[C@H]1CN([C@@H](C)CO)C(=O)c2cccc(NC(=O)c3cnccn3)c2O[C@@H]1CN(C)C	-5.4
CC(C)NC(=O)N[C@@H]1CC[C@H](CC(=O)NCCCN(C)C)O[C@@H]1CO	-30.1
O=C(C[C@H]1C[C@H]2c3cc(NS(=O)(=O)c4ccc(F)cc4)ccc3O[C@H]2[C@H](CO)O1)NCc1ccc(Cl)cc1	-6.1
C[C@@H]1CN([C@H](C)CO)C(=O)Cc2cc(NC(=O)Cc3cn(C)c4ccccc34)ccc2O[C@@H]1CN(C)Cc1ccc2c(c1)OCO2	-7.8
C[C@@H]1CN([C@@H](C)CO)C(=O)c2cc(NC(=O)Cc3ccccc3)ccc2O[C@@H]1CN(C)Cc1ccccc1	0.6
COc1cccc(C#Cc2cnc3c(c2)C(=O)N([C@@H](C)CO)C[C@H](C)[C@H](CN(C)C(=O)C2CCC2)O3)c1	-0.1
C[C@@H]1CN([C@@H](C)CO)C(=O)c2cc(NC(=O)C3CC3)ccc2O[C@@H]1CN(C)C(=O)Nc1ccc2c(c1)OCO2	3.5

Quoted from the listing:
In NSD2 inh, `CC(C)C#Cc1cnc2c(c1)C(=O)N([C@H](C)CO)C[C@@H](C)[C@@H](CN(C)C(=O)Nc1ccccc1)O2` reads -5.2
In NSD2 inh, `C=CCN1Cc2ccccc2[C@@H]2OC(c3ccc(OCCCO)cc3)=N[C@]2(CC=C)C1=O` reads -3.6
In NSD2 inh, `C[C@H](CO)N1C[C@H](C)[C@H](CN(C)C(=O)C2CCCCC2)Oc2cc(Br)ccc2S1(=O)=O` reads -3.8
In NSD2 inh, `C[C@@H]1CCCCO[C@H](CN(C)S(=O)(=O)c2ccccc2)[C@H](C)CN([C@@H](C)CO)C(=O)c2cc(NS(C)(=O)=O)ccc2O1` reads 26.5
In NSD2 inh, `C[C@H](CO)N1C[C@H](C)[C@H](CN(C)S(=O)(=O)c2ccc(Cl)cc2)OCCCC[C@H](C)Oc2ccc(NS(=O)(=O)c3cn(C)cn3)cc2C1=O` reads 5.2

Remaining list, next part.
SMILES	NSD2 inh
CC(NC(=O)c1ccccc1N)C(N)=O (stereo not given)	3.2
C[C@@H]1O[C@@H](O[C@@H]2[C@@H](O)[C@H](O[C@@H]3[C@@H](O)[C@@H](O)[C@H](O[C@H]4[C@H](OC(=O)[C@]56CCC(C)(C)C[C@H]5C5=CCC7[C@@]8(C)C[C@H](O)[C@H](O[C@@H]9O[C@H](C(=O)O)[C@@H](O)[C@H](O)[C@H]9O)[C@@](C)(CO)C8[C@H](O)C[C@@]7(C)[C@]5(C)C[C@H]6O)OC[C@H](O)[C@@H]4O)O[C@H]3C)OC[C@H]2O)[C@H](O)[C@H](O)[C@H]1O (stereo not given in full)	45.2
C[C@H](CO)N1C[C@H](C)[C@H](CN(C)C)Oc2c(NC(=O)Nc3ccc(F)cc3)cccc2C1=O	3.7
CC(C)NC(=O)Nc1ccc2c(c1)CC(=O)N([C@H](C)CO)C[C@@H](C)[C@@H](CN(C)CC1CCCCC1)O2	-5.8
C[C@H]1CN([C@@H](C)CO)S(=O)(=O)c2ccc(C#CC3(O)CCCC3)cc2O[C@@H]1CN(C)C(=O)Nc1cccc(F)c1	0.7
COc1ccc(C#Cc2cnc3c(c2)C(=O)N([C@H](C)CO)C[C@H](C)[C@@H](CN(C)C(=O)CC2CC2)O3)cc1	-7.7
C=C(C(=O)O)C(O)CCC1(C)C2CC3C(C2)C31C (stereo not given)	4.1
C[C@@H]1CN([C@@H](C)CO)C(=O)c2cc(NC(=O)Nc3ccc(F)cc3)ccc2O[C@@H](C)CCCCO[C@H]1CN(C)S(=O)(=O)c1cn(C)cn1	-5.1
COc1ccc(NC(=O)N(C)C[C@H]2Oc3cc(-c4cccc(C(=O)N(C)C)c4)ccc3S(=O)(=O)N([C@H](C)CO)C[C@@H]2C)cc1	1.1
C[C@@H]1CN([C@@H](C)CO)S(=O)(=O)c2ccc(Br)cc2O[C@H]1CN(C)C(=O)c1cnccn1	6.4
Cc1ccc(S(=O)(=O)N(C)C[C@@H]2OCCCC[C@H](C)Oc3ccc(NC(=O)Nc4ccc(F)cc4)cc3C(=O)N([C@H](C)CO)C[C@H]2C)cc1	8.6
C[C@H](CO)N1C[C@H](C)[C@H](CN(C)C(=O)NC2CCCCC2)Oc2ncc(C#Cc3ccc(C(F)(F)F)cc3)cc2C1=O	-11.2
Cc1ccc(S(=O)(=O)Nc2ccc3c(c2)C(=O)N([C@H](C)CO)C[C@H](C)[C@@H](CN(C)S(=O)(=O)c2ccccc2)OCCCC[C@H](C)O3)cc1	-0.4
COc1ccc(S(=O)(=O)Nc2cccc3c2O[C@H](CN(C)S(=O)(=O)c2ccc(Cl)cc2)[C@@H](C)CN([C@H](C)CO)C3=O)cc1	0.1
C[C@@H]1CN([C@H](C)CO)S(=O)(=O)c2ccc(C#Cc3ccccc3)cc2O[C@@H]1CN(C)C(=O)C1CC1	-4.8
COCC(=O)Nc1ccc2c(c1)[C@@H]1C[C@@H](CC(=O)NCc3ccncc3)O[C@@H](CO)[C@@H]1O2	4.1

A second format for part of the listing above:
C[C@H](CO)N1C[C@H](C)[C@H](CN(C)C)Oc2c(NC(=O)Nc3ccc(F)cc3)cccc2C1=O
  NSD2 inh: 3.7
CC(C)NC(=O)Nc1ccc2c(c1)CC(=O)N([C@H](C)CO)C[C@@H](C)[C@@H](CN(C)CC1CCCCC1)O2
  NSD2 inh: -5.8
